# Screening results deposited in PubChem by Broad Institute.
# ERp5 inh = inhibitors of ERp5-driven insulin aggregation, primary screen, biochemical, turbidity, absorbance 650 nm, single point; 90 min; hit rate 0.05% among 350,000; inhibition, % at 9.99 µM;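 active = mean replicate inhibition above about 25%, with every replicate also reaching it, limit read from the data, passing the limit was not always enough; inconclusive = only one of those two criteria met; inactive = neither criterion met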
# ERAP1 HTS inh = human ERAP1 aminopeptidase inhibitors, primary screen, biochemical, single point, plate reader; hit rate 0.15% among 340,000; AID 652197, 2013; recombinant ERAP1, Leu-AMC fluorescence, 60 min; inhibition, % at 10.7 µM; Endoplasmic reticulum aminopeptidase 1 (Homo sapiens), Q9NZ08;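 active = mean replicate inhibition of at least 30%, or all replicates individually reaching that 30% level; inactive = mean below 30% and not every replicate reaching it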;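 also: 0% = neutral control wells and 100% = L-leucinethiol positive control wells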
# Target sequence (Q9NZ08 whole entry, looked up): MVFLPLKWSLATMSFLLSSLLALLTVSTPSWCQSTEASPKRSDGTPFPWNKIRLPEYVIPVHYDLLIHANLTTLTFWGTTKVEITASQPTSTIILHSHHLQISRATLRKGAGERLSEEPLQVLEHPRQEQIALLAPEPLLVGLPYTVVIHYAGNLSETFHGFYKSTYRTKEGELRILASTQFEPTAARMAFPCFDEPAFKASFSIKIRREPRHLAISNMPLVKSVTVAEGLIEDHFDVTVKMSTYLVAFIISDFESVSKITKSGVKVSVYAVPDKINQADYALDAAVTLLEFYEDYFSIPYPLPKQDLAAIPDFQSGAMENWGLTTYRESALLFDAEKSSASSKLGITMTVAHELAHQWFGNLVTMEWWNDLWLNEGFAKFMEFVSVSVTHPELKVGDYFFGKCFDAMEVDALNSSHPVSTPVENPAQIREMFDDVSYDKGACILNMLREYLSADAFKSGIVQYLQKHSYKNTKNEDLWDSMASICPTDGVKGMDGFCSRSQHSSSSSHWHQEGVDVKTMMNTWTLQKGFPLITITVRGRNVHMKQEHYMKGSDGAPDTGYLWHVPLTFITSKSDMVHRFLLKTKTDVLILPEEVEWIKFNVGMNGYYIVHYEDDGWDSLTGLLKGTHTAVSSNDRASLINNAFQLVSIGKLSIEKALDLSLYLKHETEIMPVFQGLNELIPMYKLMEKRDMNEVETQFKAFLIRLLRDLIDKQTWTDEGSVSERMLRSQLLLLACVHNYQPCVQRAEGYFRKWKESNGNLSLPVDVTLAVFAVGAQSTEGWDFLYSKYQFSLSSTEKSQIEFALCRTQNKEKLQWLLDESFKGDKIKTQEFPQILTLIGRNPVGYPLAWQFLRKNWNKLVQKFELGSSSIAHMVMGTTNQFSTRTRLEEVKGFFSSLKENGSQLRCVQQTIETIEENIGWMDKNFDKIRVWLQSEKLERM
# miR-122 sensor = miR-122 Renilla sensor signal increase in Huh7, primary screen, miR-122 inhibitor project, cell-based, single point, plate reader; Huh7 miR-122 Renilla luciferase sensor, 48 h; neutral wells = 0, positive control = 100; activation (reporter increase), % at 12.5 µM; hit rate 0.3% among 340,000; AID 602342, 2012;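 active = mean replicate activation score at least 90 and every replicate individually at or above 90; inconclusive = only one of the two criteria met; inactive = neither criterion met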;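 also: higher luciferase means less miR-122 activity so hits act as miR-122 inhibitors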
# F508del corr = F508del CFTR correction, initial screen, CFBE line, single point. CFBE cells, YFP halide quenching; stimulated with forskolin plus potentiator P3; % fluorescence drop versus neutral controls. activity (quench increase), % at 7.58 µM. hit rate 0.36% among 350,000. AID 720511, 2013;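 active = mean added fluorescence quench of at least 8% versus neutral control, with both replicates also reaching 8%; inconclusive = only one of the mean or replicate conditions met; inactive = mean below 8% and not both replicates reaching 8%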;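 also: cells transiently co-express mutant CFTR-F508del with the halide-sensitive YFP; corrector assay measuring rescue of mutant channel to the surface after 24 h compound exposure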
# DENV2 CPE rescue = inhibitors of DENV2 cytopathic effect, primary screen, cell-based, plate reader, single concentration; AID 651640, 2012; CPE inhibition, % at 9.99 µM; hit rate 1.7% among 350,000; DENV2-infected cells, cytopathic effect rescue; in the data active = CPE inhibition above about 20%, passing the limit was not always enough; inconclusive = no clear call, values can overlap the other calls; tested in BHK-21 cells;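 also: 0% = median of neutral control wells and 100% = median of positive control wells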
# Casp6 inh = human caspase-6 inhibitors, primary screen, biochemical, VEID-R110 fluorescence, single point, set 2 | hit rate 0.53% among 350,000 | P55212 | inhibition, % at 12.5 µM | purified caspase-6, Z-VEID-R110 cleavage fluorescence | AID 686996, 2013;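 active = mean inhibition across replicates at least about 35%, with every replicate also reaching that limit, limit read from the data; inconclusive = only one of the two criteria met; inactive = neither criterion met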;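 also: 0% = median of neutral control wells and 100% = no fluorescence left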
# SIRT5 block = SIRT5 desuccinylase inhibitors, primary screen, biochemical, fluorescence imaging, single point, set 5 | NAD-dependent protein deacylase sirtuin-5, mitochondrial (Homo sapiens), Q9NXA8 | Purified SirT5, succinyl-peptide AMC, trypsin-coupled fluorescence | inhibition, % at 15 µM | hit rate 1.1% among 330,000 | AID 652115, 2013; in the data active = inhibition above about 15%; inconclusive = no clear call, values can overlap the other calls
# The depositor's hits bear a star; ? = inconclusive; nt = not tested or not shown; [ ] = dose if it differs, or a comment. This is a random part of the collection; overall some 4% were active at least once.
SMILES,ERp5 inh,ERAP1 HTS inh,miR-122 sensor,F508del corr,DENV2 CPE rescue,Casp6 inh,SIRT5 block
COc1cccc(CNC(=O)[C@H]2CCCN2C(=O)[C@H]2CCCN2C(=O)c2ccccc2C(F)(F)F)c1,4,-3,nt,5.0,7,-1,nt
COc1ccccc1NC(=O)Nc1ccc(-n2ccc(C(F)(F)F)n2)cc1,-2,-1,9,0.8,-9,-3,-5
CC1NC(=O)NC1CCCCCC(=O)Nc1ccc(F)cc1 (stereo not drawn),1,-1,nt,-2.2,-1,-3,-4
O=C1c2cccc3cccc(c23)C(=O)N1CCCn1ccnc1,5,7,-3,4.6,-7,0,-4
CCC(C)NC(=O)[C@H](CSCc1ccccc1)N1Cc2ccccc2C1=O (stereo partly drawn),1,nt,8,-1.5,1,1,nt
CN(C)S(=O)(=O)c1cccc(NC(=O)CO/N=C(\N)c2ccccc2)c1,-3,2,7,4.7,7,-1,-2
O=C(O)C(=O)/C(=C\c1cccc(Cl)c1)c1ccc2ccccc2n1,-3,-4,-2,-1.3,2,2,-4
CCOCCCNC(=O)C(c1ccc(OC)cc1)N(Cc1cccs1)C(=O)c1ccccc1O (stereo not drawn),-7,-3,21,-1.3,-4,1,-3
O=C(CNC(=O)C1COc2ccccc2O1)Nc1ccc(F)c(F)c1 (stereo not drawn),2,1,-2,-4.8,5,3,-1
N#Cc1cccc(-c2ccc([C@@H]3[C@H](CO)N4CCCCN(S(=O)(=O)c5ccccc5)C[C@@H]34)cc2)c1,-6,0,-4[16.7 µM],3.2,4,-1,-3
Cc1ccc2nc(COc3ccc(Cl)cc3)cc(=O)n2c1,-1,0,nt,3.2,4,-5,-2
COc1ccc(CN2[C@@H](CO)[C@@H]3c4ccccc4N(C(=O)c4ccccc4)C[C@@H]32)cc1,1,-2,10[16.7 µM],0.7,20,2,0
Cc1ccccc1CN(C)Cc1cc(=O)oc2c(C)c(C)ccc12,1,-2,nt,-1.3,-1,-2,-3
Cc1ccc(S(=O)(=O)N2CCOCC2)cc1C(=O)Nc1ccc(S(=O)(=O)Nc2nccs2)cc1,-4,nt,-1,1.3,nt,0,1
O=C(NCC[C@H]1CC[C@H](NS(=O)(=O)Cc2ccccc2)[C@H](CO)O1)C1CCOCC1,2,2,nt,0.1,4,0,-3
CN(C)CC#Cc1ccc([C@@H]2[C@@H](CO)N3CCCCN(S(=O)(=O)c4ccccc4)C[C@@H]23)cc1,3,-2,-9[16.7 µM],0.3,18,1,10
COc1cc(C(=O)N/N=C/c2sccc2C)cc(OC)c1OC,2,1,nt,1.6,5,12,-3
CCOC(=O)N(CC)OC(=O)Nc1ccc(Cl)cc1,-2,4,1,nt,nt,4,nt
N#Cc1ccc(S(=O)(=O)N2CCC(C(=O)N3CCN(Cc4ccc5c(c4)OCO5)CC3)CC2)cc1,-19,3,-9,-2.9,1,-1,-1
CCOC(=O)Cc1csc(NC(=O)Nc2ccc(OC(F)(F)F)cc2)n1,3,0,1,-2.8,-5,-2,-1
Cc1ccc(NC(=O)CCc2c(C)nn(-c3ccc(N4CCOCC4)nn3)c2C)cc1F,1,-2,-6,-2.6,3,-1,-3
COc1ccc(Cn2c(O)c(C=Nc3ccc(C)cc3)c3ccccc3c2=O)cc1,1,-1,-5,-4.2,11,-1,2
CC1=CC(=O)[C@@H](O)[C@@H](c2ccccc2Br)N1C,4,0,-13,2.4,-7,-3,-5
Cc1ccccc1OCC(O)CN1CCN(C)CC1 (stereo not drawn),1,-2,nt,0.2,nt,3,-1
Cc1cccc(N(C(=O)Cn2nnc(-c3ccc(F)cc3)n2)C(C(=O)NC(C)(C)C)c2ccncc2)c1 (stereo not drawn),2,7,-4,1.4,nt,1,0
COc1ccc(-c2ccc3c(c2)[C@@H]2[C@@H](CCN2S(=O)(=O)c2ccccc2F)[C@H](CO)N3)cc1,nt,nt,0[16.7 µM],4.9,-22,nt,nt
Cc1cc(CNC(=O)c2ccc(C)c([N+](=O)[O-])c2)c2ccccc2n1,-2,0,nt,-2.1,1,nt,1
C[C@H](CO)N1C[C@H](C)[C@@H](CN(C)Cc2ccc3c(c2)OCO3)Oc2ccc(NC(=O)C3CC3)cc2CC1=O,-4,1,-3[16.7 µM],3.5,0,-3,-2
CCOc1cc(NC(=S)NCC2CCCO2)c(OCC)cc1NC(=O)C1CC1 (stereo not drawn),4,1,nt,0.1,1,-7,-1
CCCCC(CC)CNCc1cccn1CCN1CCOCC1 (stereo not drawn),0,2,-3,-0.2,?,-12,-5
Cc1ccc(S(=O)(=O)Nc2ccc3c(c2)C(=O)N([C@@H](C)CO)C[C@@H](C)[C@H](CN(C)Cc2ccc4c(c2)OCO4)OCCCC[C@H](C)O3)cc1,-2,-2,-20[16.7 µM],1.0,0,-1,5
Nc1nc(OCC2CCCCC2)c2[nH]cnc2n1,3,-4,1,-5.8,1,-1,0
O=C(COC(=O)/C=C/c1ccco1)NCc1ccc(Cl)cc1,-1,-4,-1,-1.2,0,9,-1
O=C(/C=C/Nc1ccc(S(=O)(=O)Nc2cnc3ccccc3n2)cc1)c1cccnc1,-8,2,5,-2.5,3,3,1
Cc1cc(=O)[nH]c2[nH][nH]c(=O)c12,2,-2,-6,-0.7,1,4,-7
Cc1ccc(S(=O)(=O)N(C)C[C@H]2Oc3c(NC(=O)c4cnccn4)cccc3C(=O)N([C@@H](C)CO)C[C@@H]2C)cc1,1,3,-1[16.7 µM],0.0,-2,-2,2
CCC(=O)N1CCCCN2[C@H](CO)[C@H](c3ccc(/C=C/c4ccccc4)cc3)[C@@H]2C1,-12,1,-3[16.7 µM],-2.6,-1,1,-5
COc1cc(/C=C/C(=O)OC(C)C(=O)c2ccccc2)cc(OC)c1OC (stereo not drawn),12,1,nt,2.6,nt,-3,0
COc1ccc(C(=O)/C(C#N)=N/Nc2ccccc2[N+](=O)[O-])cc1,-2,-3,nt,nt,3,-3,-3
Cc1cc(C)c(S(=O)(=O)N2CCN(C(=O)c3cc4ccccc4oc3=O)CC2)c(C)c1,5,-6,1,-2.5,0,-1,0

# A few values from the entries so far.
# DENV2 CPE rescue result of COc1ccc(C(=O)/C(C#N)=N/Nc2ccccc2[N+](=O)[O-])cc1 → 3
# DENV2 CPE rescue result of Nc1nc(OCC2CCCCC2)c2[nH]cnc2n1 → 1

# The list continues.
SMILES,ERp5 inh,ERAP1 HTS inh,miR-122 sensor,F508del corr,DENV2 CPE rescue,Casp6 inh,SIRT5 block
CCN1CCN(CCCN(Cc2ccco2)C(=S)Nc2cc(Cl)ccc2C)CC1,-3,-2,nt,4.1,-3,-19,-8
CCCn1nc(NS(=O)(=O)c2ccccc2[N+](=O)[O-])c2cc3ccccc3nc21,5,2,5,-2.9,-5,3,-1
O=C(C[C@@H]1C=C[C@H](NC(=O)NC2CCCCC2)[C@H](CO)O1)NCc1ccc(F)cc1,7,-3,-5[16.7 µM],0.8,-8,1,-1
COc1cc(OC)c(/C=C2\SC(=O)N(CC(=O)Nc3ccccc3F)C2=O)c(OC)c1,1,-5,-5,-3.1,-3,-3,3
O=C(NCCCN1CCCC1)c1cc(Sc2ccc(F)cc2)nc2ccccc12,-2,1,nt,0.0,-5,-8,-2
N/C(Cc1ccc(Cl)cc1Cl)=N\OC(=O)c1ccccc1F,2,-9,nt,-5.3,-1,1,-2
O=C(NCC(=O)N(c1ccccc1)C(C(=O)NC1CCCC1)c1ccncc1)c1cccs1 (stereo not drawn),0,-2,nt,0.2,-5,-2,1
COc1ccc(-c2cc(C(=O)Nc3cccc(S(=O)(=O)NCc4ccco4)c3)c3ccccc3n2)cc1OC,7,nt,nt,0.9,-4,-4,1
COC(=O)C1=C(C)Nc2ncnn2C1c1ccc(OC(=O)c2ccccc2)cc1 (stereo not drawn),-1,-3,-1,0.5,1,-2,-1
Cc1nc(NC(=O)CCc2ccccc2)sc1C,1,3,0,2.6,?,-2,0
O=C(Nc1cccc([N+](=O)[O-])c1)c1ccc(CN2CCOCC2)cc1,-2,4,-6,0.5,-1,-2,-2
Cc1noc(C)c1S(=O)(=O)Nc1ccc2c(c1)C(=O)N([C@@H](C)CO)C[C@H](C)[C@H](CN(C)Cc1ccccc1)O2,2,-1,-6[16.7 µM],-1.3,-7,-2,4
CCC(C)NCCOCCOc1ccc(C)cc1OC (stereo not drawn),-7,0,-4,nt,18,3,-1
OCCCn1c(-c2ccccc2)csc1=Nc1ccccc1,-6,4,7,4.2,-1,3,-1
O=C(O)c1cccc2c1C(=O)c1ccc(-c3ccc(F)cc3F)cc1S2(=O)=O,4,1,-4,2.8,0,-4,nt
c1ccc(-c2cc(-c3ccccc3)[nH]n2)cc1,1,-2,21,-2.9,-3,-2,-4
OCC[C@H]1C[C@@H](O)[C@H](O)[C@@]2(Cc3ccccc3O2)O1,-3,-1,-8,2.1,2,-6,-4
Oc1ccc(-c2cnc3ccccc3n2)cc1,2,6,nt,1.0,4,3,2
CCn1nc(C(=O)OCC(=O)NC(C)C)c2ccccc2c1=O,-3,13,nt,1.2,-1,1,0
COC(=O)[C@]1(C)N[C@H](CN(C)C(=O)Nc2ccc(OC)cc2)[C@@H]2C(=O)N(C)C(=O)[C@@H]21,8,nt,2,-1.1,-5,0,0
COC(=O)c1ccc(NC(=O)c2cccnc2)cc1,7,-2,-18,-3.8,5,1,-4
O=C(Nc1ccccc1)C1CCCCN1S(=O)(=O)c1ccccc1 (stereo not drawn),0,-3,-7,0.8,4,1,-2
Nc1ccc2c(c1)C(O)c1cccc(C(=O)O)c1-2 (stereo not drawn),-1,-13,nt,2.9,1,1,13
NS(=O)(=O)c1ccc(CCNC(=O)COC(=O)CC(c2ccccc2)c2ccccc2)cc1,-3,-2,2,3.8,2,1,-4
CCN(CC)C(=O)c1[nH]cnc1C(=O)N[C@@H](Cc1ccccc1)C(=O)OC(C)(C)C,1,6,-3,4.2,2,2,6
COc1ccc(NC(=O)Nc2ccc3c(c2)CC(=O)N([C@@H](C)CO)C[C@H](C)[C@@H](CN(C)C(=O)NC(C)C)O3)cc1,-4,-6,29[16.7 µM],2.1,-10,0,3
COc1cccc(CNC(=O)CCS(=O)(=O)Cc2ccc(C)cc2)c1,-1,-4,-6,1.4,?,-1,-4
c1cc(C2CCN(Cc3nc(-c4ccc5c(c4)OCO5)no3)CC2)ccn1,11,nt,0,1.9,2,1,-5
C[C@@H]1CN([C@@H](C)CO)C(=O)c2cc(NS(=O)(=O)c3ccccc3)ccc2O[C@@H]1CN(C)Cc1ccc(-c2ccccc2)cc1,-3,-3,18[16.7 µM],-1.5,11,-1,18*
O=C1CSC(c2ccccc2)N1c1ccccc1F (stereo not drawn),1,3,-2,1.0,-1,-3,-4
COc1cc(/C=C2/C(=O)NN(c3ccc(C)c(Cl)c3)C2=O)cc([N+](=O)[O-])c1O,1,2,-5,-3.1,-2,24,14
C[C@@H]1CN([C@H](C)CO)C(=O)CCCn2nncc2CO[C@H]1CN(C)C(=O)Nc1ccc(C(F)(F)F)cc1,3,-2,-3[16.7 µM],-3.1,2,-2,-4
CC(C)(C)NC(=O)CN(C(=O)C(=O)Nc1ccc2c(c1)OCCO2)C1CCCC1,0,3,2,0.9,-9,2,-4
